Screening results: PubChem, Broad Institute
Wnt act: Wnt/beta-catenin pathway activation | Wnt/beta-catenin reporter cell assay, activator, plate reader | hit rate 1.2% among 300,000 | activation, % at 9.35 µM; in the data active = activation above about 30%, passing the limit was not always enough;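 note: 0% = neutral control wells and 100% = positive control wells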
Numbers without * were called inactive. Not all compounds are listed; count on the stated rates, not on these rows.

SMILES	Wnt act
CC(=O)Nc1nc(-c2ccc(-c3ccccc3)cc2)cs1	40*
Cc1ccccc1S(=O)(=O)NC(=O)C1(C)CCN1C(=O)C/C=C/c1ccccc1 (centres undefined)	4
COc1ccc(C(=O)c2[nH]c(N)c(C(=O)NCCc3c[nH]c4ccccc34)c2-c2ccc(Br)cc2)cc1	-1
COCc1cc(N2CCNC[C@@H]2C)ccc1N1CCN(Cc2ccccc2)[C@H](C)C1	1
CCCCCCN1C[C@H](n2cc(C3CC3)nn2)[C@@H](O)C[C@@H]1c1ccc(C)cc1	4
O=C(O)c1ccc(NC2=C/C(=N/S(=O)(=O)c3cccs3)c3ccccc3C2=O)cc1	-6
COc1cccc(N2CCN(C(=O)c3ccc4nc(N5CCC(C)CC5)sc4c3)CC2)c1	6
CC(C)C(=O)N1CCC1(C)C(=O)NCc1ccc(F)cc1Cl (centres undefined)	0
O=C(CN1c2cccc3cccc(c23)S1(=O)=O)NCc1ccccc1Cl	-1
COc1ccc(-c2ccccc2)cc1NC(=O)[C@@H]1O[C@H](CO)[C@H](O)[C@H](O)[C@H]1O	-1
O=C(Nc1cccc2ccccc12)c1csc(COCCO)n1	-4
Cc1ccc(S(=O)(=O)NN=C(c2ccccc2)c2cccs2)cc1	1
Cc1ccc(Cn2cc(CN3CC(N4CCCCC4)CS3(=O)=O)nn2)cc1 (centres undefined)	-1
Cc1cnc(CNC(=O)c2ccc3nc([C@@H]4O[C@H](CO)[C@H](O)[C@H](O)[C@H]4O)[nH]c3c2)cn1	6
O=C(NC(=S)Nc1cccnc1)c1cccc(Cl)c1	0
CC(C)(C)c1ccc(-n2ncc3c2CCCC3NC(=O)CCC2=NNC(=O)CC2)cc1 (centres undefined)	-5
CCOC(=O)c1cnc2c3c(noc13)CCC2	0
CCCCCCCCN1C(=O)[C@H](CC(=O)N2CCN(C(=O)c3ccco3)CC2)C[C@@]2(C(=O)OCC)CCCC=C12	-6
CNc1cc(-c2ccc(OC)nc2)ncn1	20
Cc1cc(C(=O)CCC(=O)Nc2cccc(F)c2)c(C)s1	1
COc1ccc(-c2ccc3[nH]c4c(c3c2)CCN2C(=O)[C@@H]([C@H](C)O)[C@@H](N(C)C(=O)Nc3cc(Cl)cc(Cl)c3)C[C@@H]42)cc1	-15
CC(C)[C@H](NC(=O)c1c(F)cccc1F)C(=O)OCC(=O)NNC(=O)c1ccccc1	-3
C=CCN1C(=O)/C(=C2/Sc3ccc(OC)cc3N2C)SC1=Nc1ccc(OC)cc1	-7
Cn1ccc2c(-c3ccc(F)nc3)cc3c(c21)C1CCC3O1 (centres undefined)	0
Cc1cc(C(=O)CCC(=O)N(C)CC2COc3ccccc3O2)c(C)s1 (centres undefined)	0
C[C@H]1CN([C@@H](C)CO)C(=O)CCCn2nncc2CO[C@H]1CN(C)C(=O)c1ccccc1	-2
O=C(COC(=O)/C=C/c1cccc(C(F)(F)F)c1)Nc1cccc(S(=O)(=O)NC2=NCCC2)c1	-3
Cc1c(P(=O)(c2ccccc2)c2ccccc2)c2ccccc2n1C	0
COc1cc2c(cc1OC)/C(=C/C(=O)OCc1ccccc1)OC2	-1
CCCCNC(=O)C1c2ccccc2OCC(=O)N1Cc1ccc2c(c1)OCO2 (centres undefined)	1
COc1ccccc1NC(=O)c1ccccc1SCC(=O)N1CCCC1	2
COC(=O)CCN1CCC2CC1c1cc(N3CCCCC3)ccc12 (centres undefined)	0
Cc1ccc(S(=O)(=O)N2C3CCCCC3O[C@H]2CC(=O)c2cccc3ccccc23)cc1 (some centres undefined)	-2
Nc1sc(-c2ccccc2)cc1C(=O)N1CCNCC1	3
CN1C(=O)/C(=C/c2cn(CC(=O)NCc3ccco3)c3ccccc23)NC1=S	-3
COC(=O)c1cc([N+](=O)[O-])c(C)c(C)n1	2
CCN(CC)C(=O)[C@H]1C[C@@H]2[C@H](C[C@@H](c3ccccc3)[C@H]1C)N(c1ccc(F)cc1)C(=O)N2C/C=C(\C)CCC=C(C)C	-8
OC(c1cccc(Cl)c1)c1ncc(-c2cccc3ccccc23)[nH]1 (centres undefined)	-6
CN(C)CCNc1ncnc2c1ncn2[C@H]1CN(Cc2ccc3c(c2)OCO3)C[C@@H](CO)O1	0
Cc1cccc(NC(=O)CNC(=O)[C@H](CCc2ccccc2)NC(=O)[C@H]2O[C@@H](n3cnc4c(N)ncnc43)[C@H](O)[C@@H]2O)c1C	-5
COCCCNc1ccn2nc(-c3ccc(CC(C)C)cc3)cc2n1	11
O=C(O)c1ccc(S(=O)(=O)N2CCCCCCC2)cc1	-3
COc1ccc(NC(=O)C(c2ccccc2)n2c(=O)c(-c3cc4ccccc4[nH]3)nc3ccccc32)cc1 (centres undefined)	-1
CCSC(=O)NC1CCCCC1	10
C[C@@H]1CCCCO[C@H](CN(C)C(=O)c2ccccc2)[C@@H](C)CN([C@H](C)CO)C(=O)c2cc(NC(=O)NC3CCCCC3)ccc2O1	0

Arranged by value in Wnt act (low to high): some entries from above
SMILES	Wnt act
Cc1cccc(NC(=O)CNC(=O)[C@H](CCc2ccccc2)NC(=O)[C@H]2O[C@@H](n3cnc4c(N)ncnc43)[C@H](O)[C@@H]2O)c1C	-5
Cc1ccc(S(=O)(=O)N2C3CCCCC3O[C@H]2CC(=O)c2cccc3ccccc23)cc1 (some centres undefined)	-2
COc1ccc(NC(=O)C(c2ccccc2)n2c(=O)c(-c3cc4ccccc4[nH]3)nc3ccccc32)cc1 (centres undefined)	-1
CN(C)CCNc1ncnc2c1ncn2[C@H]1CN(Cc2ccc3c(c2)OCO3)C[C@@H](CO)O1	0
COc1ccccc1NC(=O)c1ccccc1SCC(=O)N1CCCC1	2
COCCCNc1ccn2nc(-c3ccc(CC(C)C)cc3)cc2n1	11

(continued)
SMILES	Wnt act
CSc1ccc(CN2CCC(C)(Oc3ccccc3C)C2)cc1 (centres undefined)	-1
O=C(c1ccccc1F)N1CCC2CC1c1cc(-c3ccc4c(c3)OCO4)ccc12 (centres undefined)	-1
CN(C)c1ccc2c3c(ccc(N(C)C)c13)C(=O)OC2	2
C#CCNC(=O)C[C@@H]1C[C@@]2(C(=O)OCC)CCC=C2N(Cc2cccc3ccccc23)C1=O	-3
CCN1C(=O)[C@H]2[C@@H](c3ccc(C(F)(F)F)cc3)N[C@]3(CCCN(Cc4ccc(F)cc4)C3=O)[C@H]2C1=O	0
CC(C)CC1C(=O)N(Cc2cn(CCC3OCCCO3)nn2)CCS(=O)(=O)N1Cc1ccc(-c2ccc(Cl)nc2)cc1 (centres undefined)	6
COc1ccc(CNC(=O)CCS(=O)(=O)c2ccc3nc(C)sc3c2)cc1	2
Cc1ccc(-c2c(C(=O)c3ccc(Br)cc3)[nH]c(N)c2C(=O)NCc2ccc(Cl)cc2)cc1	-7
O=C(NC(c1ccccc1)c1ccc2ccccc2n1)C1CCN(Cc2ccc(Cl)c(Cl)c2)CC1 (centres undefined)	-3
Nc1ncnc2c1ncn2[C@@H]1O[C@H](C(=O)N(CCC2=CCCCC2)CC2CC2)[C@@H](O)[C@H]1O	7
CCOC(=O)[C@]12CCC=C1N(Cc1ccc(Cl)cc1Cl)C(=O)[C@H](CC(=O)NCC1CCCCC1)C2	-3
C=CS(=O)(=O)N[C@@H](CSSC[C@H](NS(=O)(=O)C=C)C(=O)OC)C(=O)OC	1
CN(CC(=O)Nc1ccc(Cl)c(Cl)c1)CC(=O)N1CCc2ccccc21	-6
C=C1CCCC2OC(CC3=CC4/C(C)=C/CC(C)CC(/C=C(\C)C(O)C5CC(O)C(O)C(CCC(O)/C=C/C(C)=C/CCC6=NCCC(C3)C64C)O5)OC(=O)CC3OC(C(O)C1)C(O)C3O)CC(O)C2O (centres undefined)	-2
O=C(Nc1cccc(C(F)(F)F)c1)C1Cc2c(-c3ccc(Cl)cc3)ccnc2O1 (centres undefined)	-2
CS(=O)(=O)Nc1cccc(-c2cc(NC=O)c3ncc(-c4ccc(F)c(Cl)c4)n3c2)c1	-4
O=C(C(=O)N1CCC(CNS(=O)(=O)c2ccccc2OC(F)(F)F)CC1)c1cc2ccccc2o1	-3
COc1cccc(C(C)(O)c2nc(-c3cccc4cccnc34)cs2)c1 (centres undefined)	-2
C[C@@H]1CN([C@@H](C)CO)C(=O)CCCn2cc(nn2)CO[C@H]1CN(C)S(=O)(=O)c1ccc(-n2cccn2)cc1	-1
CCOC(=O)C1(C)CCCN(C(=O)c2c(-c3ccccc3)noc2C)C1 (centres undefined)	0
O=C(Nc1ccc(C(=O)N2CCCC2)cc1)c1cc(F)c(F)cc1Cl	-2
c1ccc(CNc2nc(Oc3ccncc3)c3sccc3n2)cc1	1
CCN(CC)CCCNc1cc(C)c(C#N)c2nc3ccccc3n12	1
CC(C)(C)CNC(=O)C1(C)CCN1C(=O)c1ccccc1CCc1ccccc1 (centres undefined)	-1
Cc1ccc2ccccc2c1C(O)c1ncc(-c2cccc(F)c2)[nH]1 (centres undefined)	-1
O=S1(=O)C=C[C@@H](COCc2ccccc2)N1Cc1ccc(Br)cc1	-1
CCCCNC(=O)c1nc(C2CCN(S(=O)(=O)c3ccc(F)c(F)c3)CC2)oc1-c1ccccc1	-1
O=C(OCc1cn([C@H]2CN(CC3CCCCC3)[C@@H](c3ccc(Cl)cc3)C[C@@H]2O)nn1)c1ccccc1	-3
O=C(Nc1ccccc1)c1cc(C2COCCN2C(=O)C2CC2)on1 (centres undefined)	0
COC(=O)[C@]12CCCCC=C1N(Cc1ccccc1)C(=O)[C@H](CC(=O)N1CCC(c3ccccc3)CC1)C2	-3

Overlap with the part before: four compounds; new compounds follow.
SMILES	Wnt act
CCCCNC(=O)c1nc(C2CCN(S(=O)(=O)c3ccc(F)c(F)c3)CC2)oc1-c1ccccc1	-1
O=C(OCc1cn([C@H]2CN(CC3CCCCC3)[C@@H](c3ccc(Cl)cc3)C[C@@H]2O)nn1)c1ccccc1	-3
O=C(Nc1ccccc1)c1cc(C2COCCN2C(=O)C2CC2)on1 (centres undefined)	0
COC(=O)[C@]12CCCCC=C1N(Cc1ccccc1)C(=O)[C@H](CC(=O)N1CCC(c3ccccc3)CC1)C2	-3
Cc1ccc(OCc2cc(C(=O)N3CCCC(C)C3)no2)cn1 (centres undefined)	-1
Cc1cn([C@H]2C[C@H](O)[C@@H](/C=C/C(=O)NCc3ccc(N(C)C)cc3)O2)c(=O)[nH]c1=O	-2
COc1cccc(Nc2nc(C(N)Cc3ccccc3)cs2)n1 (centres undefined)	-1
O=C1[C@H]2[C@@H](c3ccccc3)N[C@]3(CCCN(CC4CCCCC4)C3=O)[C@H]2C(=O)N1Cc1ccccc1	0
C1CCC(NC2=NCCO2)CC1	-3
C=CC[C@]12C[C@@]3(O[C@H](c4ccc(C(F)(F)F)cc4)N=C3C[C@H](c3ccc(OC)cc3)[C@H]1C)N(C1CCN(Cc3ccccc3)CC1)C2=O	-6
O=C(c1ccc(C(F)(F)F)cc1)N1CCC(=O)N([C@H](COCc2ccc(C(F)(F)F)cc2)Cc2ccccc2)CC1	1
CCSC1C(=O)N(C)C(SCC)C(=O)N1C (centres undefined)	2
CCCCn1nnnc1C(c1ccc(OC)cc1)N1CCN(C/C=C/c2ccccc2)CC1 (centres undefined)	-4
COc1ccc(CN2C[C@@H](CO)O[C@@H](n3cnc4c(NCCN(C)C)ncnc43)C2)cc1	-1
CCOP(=O)(OCC)C(NC(=O)Nc1ccc(C)cc1)C(N)=O (centres undefined)	4
C=CCOc1cccn2c(N(C=O)Cc3ccc(OC)cc3)c(CC)nc12	-1
c1ccc(NN(Cc2ccccn2)c2ccccc2)cc1	-2
COC(=O)N(C)C[C@@H]1OCc2cn(nn2)CCCC(=O)N([C@@H](C)CO)C[C@H]1C	-1
O=C(Nc1cccc(Cl)c1)NN(c1ccccc1)C1CCS(=O)(=O)C1 (centres undefined)	4
CCCCC(=O)N(C)c1c(CC)nc2c(OCC(N)=O)cccn12	2
C[C@H]1COc2cc(N3CCOCC3)ccc2S(=O)(=O)N1	1
NC(=O)c1cccc(-c2ccnc3c2CC(C(=O)NCc2ccc(F)c(F)c2)O3)c1 (centres undefined)	-7
Cc1cc(C)c2c(=O)n3c(nc2c1)C(CC(C)C)NC(=O)c1cccnc1-3 (centres undefined)	-1
CCCCCC(=O)NC(=S)Nc1cccc(-c2nc3ncccc3o2)c1	4
Cc1ccc(S(=O)(=O)Nc2ccc(Nc3nccn4c(-c5cccc(OC(F)(F)F)c5)cnc34)cc2)cc1	-1
COc1ccc(C2=NN(C(=O)c3ccco3)C(c3cccs3)C2)cc1OC (centres undefined)	10
Cc1cc2nc3c(=O)[nH]c(=O)nc-3n(C[C@H](O)[C@H](O)[C@H](O)CO)c2cc1C	0
CCNC(=O)C1(C)CCN(C(=O)c2ccccc2OC(F)(F)F)C1 (centres undefined)	-2
Cn1c(-c2ccccc2)cc(=O)cc1-c1ccccc1	-4
COC(=O)c1ccc(Cn2c(C)c(C(=O)NCc3cccc([N+](=O)[O-])c3)sc2=O)o1	-4
CC(C)c1ccc(NC(=O)Nc2nc(CN)cs2)cc1	7
COc1ccc2[nH]c3c(N4CC(C)OC(C)C4)ncnc3c2c1 (centres undefined)	1
COc1cccc(C(C)(O)c2nc(-c3cc4ccccc4o3)cs2)c1 (centres undefined)	-3
O=C(C(O)c1ccccc1)N1CCN(S(=O)(=O)c2ccc(F)c(F)c2)CC1 (centres undefined)	-1

The list goes on; the last 2 above are carried over.
SMILES	Wnt act
COc1cccc(C(C)(O)c2nc(-c3cc4ccccc4o3)cs2)c1 (centres undefined)	-3
O=C(C(O)c1ccccc1)N1CCN(S(=O)(=O)c2ccc(F)c(F)c2)CC1 (centres undefined)	-1
COC(=O)c1cc2c(c3c4cc(C)ccc4n(S(=O)(=O)c4ccc(OC)cc4)c13)C(=O)N(Cc1ccccc1)C2	-5
COc1ccc(-c2coc3c(C(=O)NCCc4ccccc4)cccc23)c(C)c1	-13
CCc1nc2ccc(C(=O)N(CC)CCN(C)C)cn2c1N(C)C(=O)C1CCCCC1	-3
COCOCCn1cc(CN2CCS(=O)(=O)N(Cc3ccc(-c4ccc(F)nc4)cc3)C(C)C2=O)nn1 (centres undefined)	-1
O=C(NCc1ccc2c(c1)OCO2)C(=O)NCC1OCCCN1S(=O)(=O)c1ccccc1 (centres undefined)	-2
COc1cc(C(=O)N2C[C@H]3CON(C)[C@H]3C[C@H]2c2ccc(N3CCCCC3)cc2)cc(OC)c1OC	-2
CC(=O)NC(c1cccc(F)c1)c1nc(-c2cccs2)cs1 (centres undefined)	10

Entries above that bear a hit mark in Wnt act:
SMILES	Wnt act
CC(=O)Nc1nc(-c2ccc(-c3ccccc3)cc2)cs1	40*
